Bioassay records: PubChem, National Center for Advancing Translational Sciences (NCATS)
ATXN2 expr inh: inhibitors of ATXN2 expression | HEK-293 ATXN2-luciferase reporter, luminescence, 24 h | Potency, µM (highest dose often 57 µM), for the others: at the highest dose activity change, negative = inhibition, actives largely listed as inhibitors | 360,000 compounds, 0.72% hits | AID 1745845; also: potency is read from the fitted curve at half-maximal effect; % is scaled to controls: 0 for no effect and ±100 for the full control effect; nearly all actives have a fitted effect of over 55% in size
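ATXN2-luciferase reporter cells (luciferase flanked by upstream and downstream ATXN2 gene portions) were treated 24 h at 37 °C with compounds at up to 57 uM. SteadyGlo luminescence gave expression; GF-AFC fluorescence gave viability.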
Nrf2 ARE act: Nrf2 pathway activation; AREc32 ARE-luciferase reporter (MCF7-derived line), luminescence, 24 h; Potency, µM (highest dose often 46.1 µM), for the others: top-dose activation, most hits filed as activators; 410,000 compounds, 0.31% hits; AID 624171; also: potency is read from the fitted curve at half-maximal effect; % of control where 0% means no effect; nearly all actives have a fitted effect of over 65% in size
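ARE activation measured as luciferase luminescence (Steady-Glo, 30 min RT) in AREc32_Fluc cells after 24 hr compound exposure at 37 deg C, 5% CO2; cells seeded overnight at 1000/well in OPTI-MEM, 5% FBS.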
HepG2 tox: kills HepG2 cells in TGF-b inhibitor counter-screen; 410,000 compounds, 0.76% hits; HepG2 CAGA-GFP viability, ATP luminescence, 18 h; Potency, µM (top dose mostly 46.1 µM), without a hit: at the top dose activity change, negative = cytotoxicity, most hits filed as cytotoxic; also: potency is read from the fitted curve at half-maximal effect; some results filed as inactive show a strong effect at the top dose
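CellTiter-Glo luminescence gave cytotoxicity after 18 hours at 37 degrees C. The cells were HepG2 CAGA-GFP in 1% FBS DMEM, stimulated with 500 pg/mL TGF-beta after compound addition. %Activity was normalised to no-cell wells (complete cell-killing) and DMSO (no toxicity), and curves were fitted and classified.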
IL2 activator: activators of IL-2; IL-2 activation reporter assay, cell-based qHTS; stimulated with anti-CD3/CD4/CD28 beads; in transgenic mouse T cells; 360,000 compounds, 0.065% hits; AID 652025; activation, % (series mostly up to about 46 µM); in the data active = activation above about 50%; inconclusive = mostly about 30% to 49%; also: 0% is about no effect
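Unstimulated transgenic mouse T cells, 750 per well, received compound and, after 60 minutes, anti-CD3/anti-CD4 bead plus anti-CD28 stimulation. EGFP and DsRed were quantified after 18 hours.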
EPAC2 ag: activates human EPAC2 exchange factor | Q8WZA2 | EPAC2 activation, biochemical qHTS; response scale: 100% = 6.5 mM cAMP response | Potency, µM (titrated, usually from 154 µM), without a hit: at the highest dose activation, most hits filed as activators | 360,000 compounds, 0.079% hits | AID 720711; also: potency is read from the fitted curve at half-maximal effect; nearly all actives have a fitted effect of over 50% in size
Target sequence (Q8WZA2 whole entry, looked up): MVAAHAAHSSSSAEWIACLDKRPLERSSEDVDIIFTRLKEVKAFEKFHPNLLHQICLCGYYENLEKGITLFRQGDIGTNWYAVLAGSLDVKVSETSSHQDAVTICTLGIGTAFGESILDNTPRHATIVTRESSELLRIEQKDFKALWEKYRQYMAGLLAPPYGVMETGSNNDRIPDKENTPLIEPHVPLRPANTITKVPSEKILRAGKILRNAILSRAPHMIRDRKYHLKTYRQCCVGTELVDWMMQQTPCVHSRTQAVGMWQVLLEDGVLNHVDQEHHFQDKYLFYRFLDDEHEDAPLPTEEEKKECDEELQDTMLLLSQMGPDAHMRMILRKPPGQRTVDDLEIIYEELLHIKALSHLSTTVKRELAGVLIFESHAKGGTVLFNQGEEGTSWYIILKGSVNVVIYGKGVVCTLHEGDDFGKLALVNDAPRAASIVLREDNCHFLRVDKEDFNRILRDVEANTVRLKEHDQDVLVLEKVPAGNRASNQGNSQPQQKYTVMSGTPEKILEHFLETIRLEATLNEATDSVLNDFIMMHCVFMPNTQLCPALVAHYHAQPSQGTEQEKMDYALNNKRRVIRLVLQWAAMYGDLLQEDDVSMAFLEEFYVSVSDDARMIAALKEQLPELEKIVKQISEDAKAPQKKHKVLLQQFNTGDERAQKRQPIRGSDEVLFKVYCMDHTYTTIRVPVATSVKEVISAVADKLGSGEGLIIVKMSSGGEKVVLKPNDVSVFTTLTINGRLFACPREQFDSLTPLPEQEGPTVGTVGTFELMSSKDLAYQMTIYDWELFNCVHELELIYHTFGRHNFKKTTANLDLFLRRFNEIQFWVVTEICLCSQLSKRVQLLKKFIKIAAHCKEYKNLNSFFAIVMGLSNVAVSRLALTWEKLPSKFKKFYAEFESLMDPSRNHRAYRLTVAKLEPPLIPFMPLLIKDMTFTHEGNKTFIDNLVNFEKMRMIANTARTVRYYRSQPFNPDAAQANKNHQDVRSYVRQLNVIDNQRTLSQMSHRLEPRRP
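EPAC2 (100 nM) mixed with Rap1B loaded with BODIPY-GDP (250 nM) plus 50 uM unlabeled GDP; compounds pinned in, 5 min RT, then read every 5 min for 30 min (ex 480, em 540 nm). Normalized to cAMP control.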
TGFb inhibitor: TGF-b pathway inhibition | HepG2 CAGA-GFP TGF-b/SMAD3 reporter, GFP fluorescence, 18 h; TGF-beta stimulated, 500 pg/mL final | Potency, µM (series often up to 46.1 µM), inactives show at the top dose activity, negative = inhibition, hits mostly inhibitors | 410,000 compounds, 1.2% hits; also: potency is read from the fitted curve at half-maximal effect; % is scaled to controls: 0 for no effect and ±100 for the full control effect; nearly all actives have a fitted effect of over 65% in size
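GFP signal (ex488/em500-530) from TGF-beta-stimulated HEPG2 CAGA-GFP cells, 500 pg/mL final, 18 h at 37 degrees C in DMEM plus 1% FBS, normalized to unstimulated and DMSO-stimulated controls.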
ATXN viability: viability counter-screen for ATXN expression inhibitors. S2 cells (HEK-293 line with an ATXN2-luciferase reporter) viability, CellTiter-Fluor protease fluorescence, 24 h. Potency, µM (top dose mostly 56.7 µM), hits mostly cytotoxic. 400,000 compounds, 0.49% hits. AID 651635; also: potency is read from the fitted curve at half-maximal effect; nearly all actives have a fitted effect of over 40% in size
Nrf2 block: blocks Nrf2 signaling; A549 ARE-Fluc reporter, luciferase luminescence, 18-24 h; 360,000 compounds, 2.1% hits; AID 504444; Potency, µM (highest dose often 46 µM), without a hit: at the highest dose activity change, negative = inhibition, most hits filed as inhibitors; also: potency is read from the fitted curve at half-maximal effect; % is scaled to controls: 0 for no effect and ±100 for the full control effect; nearly all actives have a fitted effect of over 60% in size
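Reporter: ARE-Fluc in A549. Exposure: 18-24 h, 37 °C, 5% CO2, 5% FBS OPTI-MEM. Readouts: fluorescent cytotoxicity (CellTiter-Fluor), then luminescent Nrf2 signal after BugLite.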
A549 tox: A549 cytotoxicity, counter-screen for Nrf2 inhibitors. A549 ARE-Fluc cells, CellTiter-Fluor viability, 18-24 h. Potency, µM (titrated, usually from 46 µM), without a hit: at the top dose activity change, negative = cytotoxicity, hits mostly inhibitors. 390,000 compounds, 0.16% hits. AID 504648; also: potency is read from the fitted curve at half-maximal effect; % is scaled to controls: 0 for no effect and ±100 for the full control effect
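A549 ARE_Fluc cells in 5% FBS OPTI-MEM were exposed to compounds in concentration-response for 18-24 h at 37 deg C. Viability was read by CellTiter-Fluor fluorescence (Ex 405/Em 525) after 30 min, before the luciferase read.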
* hit, by the source's call; i = inactive; ? = inconclusive; nt = no result given; [ ] = dose if it differs, or a comment. Unless noted, calls follow the shape of the dose curve; as a rule, active = well fitted curve in the direction sought with a large enough effect; inconclusive = small, poorly fitted or top-dose-only effect, or another doubt; inactive = no such curve, though single readings can be large; an effect the other way counts as inactive or inconclusive.

Order of values: ATXN2 expr inh | Nrf2 ARE act | HepG2 tox | IL2 activator | EPAC2 ag | TGFb inhibitor | ATXN viability | Nrf2 block | A549 tox
CCCCCCCC(=O)NC(Nc1ccc(S(N)(=O)=O)cc1)C(Cl)(Cl)Cl (configuration not stated)
    -10% | 2.1% | -32% | 0.5 | 4% | ? | i | ? | -23%
Cc1[nH]n(-c2ccccc2)c(=O)c1C(C[N+](=O)[O-])c1ccc(F)cc1 (configuration not stated)
    15% | 14% | -13% | -2.2 | 2% | 0% | i | 2% | -1%
CN(C)CCNC(=O)c1[nH]c(C(F)(F)F)nc1-c1ccccc1
    10% | 0.5% | 16% | -0.5 | 9% | 9% | i | nt | nt
COc1ccc(C(=O)Sc2ccc(Cl)cc2)cc1OC
    -10% | 6.0% | -20% | -0.5 | 14% | 31% | i | 21µM* | ?
CCOc1cccc(-c2nnc3sc(-c4cc(OC)c(OC)c(OC)c4)nn23)c1
    -26% | -0.1% | -12% | -0.6 | -8% | -3% | ? | -11% | -6%
CCOC(=O)c1oc2ccccc2c1N
    61%[activator] | -0.8% | -21% | -1.8 | -5% | -6% | i | 24% | -9%
COc1ccc(C)cc1S(=O)(=O)N1CCCC(C(=O)NC2CC2)C1 (configuration not stated)
    -1% | -0.9% | -6% | 1.1 | -2% | 2% | ? | 11% | -1%
Nc1nc(Nc2cccc(Cl)c2)sc1C(=O)c1ccc(F)cc1
    -33% | 0.1% | -75% | nt | nt | ? | i | nt | 6%
CN(CC(=O)Nc1ccc(N2CCOCC2)cc1)CC(=O)Nc1cccc(C#N)c1
    -9% | 0.6% | 3% | 0.6 | 14% | 6% | i | -7% | 3%
CCOc1ccc(Cn2c(=O)sc3ccccc32)cc1OC
    nt | 0.7% | -4% | 0.0 | 17% | -22% | ? | 2% | 1%
Cc1ccccc1NC(=O)Cc1nnc(N)s1
    -1% | -0.2% | 49% | 1.6 | 10% | 8% | i | -6% | -5%
Cc1cc(C)cc(NC(=O)CSc2nc3c(oc4ccccc43)c(=O)n2-c2ccccc2)c1
    1% | -0.2% | -2% | 0.1 | 0% | ? | i | -11% | -1%
O=C(CCc1nnc2ccc(N3CCC4(CC3)OCCO4)nn12)Nc1cc(F)ccc1F
    4% | -0.2% | -1% | -0.3 | 9% | -2% | i | -11% | 1%
COc1cc(OC)cc(C(=O)NNC(=S)Nc2ccc(S(N)(=O)=O)cc2)c1
    -1% | -0.8% | -2% | -2.3 | 10% | -19% | i | ? | 6%
Cn1cc(Br)c(C(=O)n2cc(Br)cn2)n1
    -17% | 0.2% | 2% | 0.8 | 4% | 5% | i | 7% | -3%
Cc1nonc1NC(=O)CSc1nc2ccccc2cc1C#N
    nt | -0.2% | -65% | 1.6 | 7% | -15% | nt | 0% | -1%
O=C(COC(=O)C12CC3CC(CC(C3)C1)C2)NCCc1ccccc1
    -3% | -0.1% | 0% | 0.4 | 0% | -12% | i | 3% | 1%
COc1ccc(OC)c(NC(=O)CNC(=O)c2ccc([N+](=O)[O-])cc2)c1
    nt | 2.0% | -16% | 0.3 | 7% | -25% | i | 0% | 6%
O=C(NCCNC(=O)c1ccc(-c2ccc(Cl)c(Cl)c2)o1)c1cnccn1
    -19% | 5.7% | 6% | 0.2 | -8% | -15% | ? | ? | 0%
CCCCc1cc(=O)oc2cc(OS(C)(=O)=O)ccc12
    30%[activator] | 9.2% | -4% | 0.2 | 0% | -10% | ? | 21% | -7%
COc1ccc([C@H]2CC(=O)C=C(c3cccc4c3Oc3ccccc3S4)C2)cc1
    -8% | 3.7% | 2% | -0.1 | -6% | -27% | i | ? | 16%
CC(=O)N(Cc1nc2sc(C)c(C)c2c(=O)[nH]1)C1CCCC1
    -15% | 0.2% | -19% | 0.4 | -4% | 7% | i | ? | -12%
O=C(N/N=C/c1ccco1)c1cccc(N2Cc3ccccc3C2)c1
    13% | -0.4% | 4% | 1.0 | -1% | 4% | i | 10% | -4%
Cn1c(=O)c2c(ncn2CC(=O)Nc2ccccc2N2CCOCC2)n(C)c1=O
    7% | -0.3% | -21% | 0.1 | -2% | 11% | i | 9% | -16%
CCCc1cc(=O)[nH]c(Nc2cc(C)cc(C)c2)n1
    -7% | 3.4% | -4% | nt | nt | -29% | ? | 9% | 0%
O=C(Cn1c(C(=O)OCCO)cc2ccccc21)c1ccccc1
    -22% | 24% | -17% | -0.4 | 11% | -32% | i | 6% | -1%
CC(=O)c1c(O)c2ccccc2n(C(C)C)c1=O
    9% | 0.0% | 13% | -1.4 | 1% | 21% | i | 2% | -7%
CCOc1ccc(C(=O)NCC(=O)NCC2CCCCC2)cc1OCC
    6% | -0.2% | -26% | 0.4 | 6% | -16% | i | -5% | 0%
COc1ccc(C2=CC(c3ccc(N(C)C)cc3)n3nnnc3N2)cc1 (configuration not stated)
    6% | 3.1% | -1% | nt | nt | 141%[activator] | nt | nt | -1%
CCOc1ccc(CCNC(=O)CCC(=O)N2CCOc3ccc(C)cc32)cc1OCC
    -11% | 0.5% | -1% | -1.9 | 17% | -5% | i | -7% | 4%

Complete entries as entered above. Order of values: ATXN2 expr inh	Nrf2 ARE act	HepG2 tox	IL2 activator	EPAC2 ag	TGFb inhibitor	ATXN viability	Nrf2 block	A549 tox
Listed for COc1cc(OC)cc(C(=O)NNC(=S)Nc2ccc(S(N)(=O)=O)cc2)c1 → -1%	-0.8%	-2%	-2.3	10%	-19%	i	?	6%
Listed for Nc1nc(Nc2cccc(Cl)c2)sc1C(=O)c1ccc(F)cc1 → -33%	0.1%	-75%	nt	nt	?	i	nt	6%
Listed for CCOc1cccc(-c2nnc3sc(-c4cc(OC)c(OC)c(OC)c4)nn23)c1 → -26%	-0.1%	-12%	-0.6	-8%	-3%	?	-11%	-6%
Listed for O=C(Cn1c(C(=O)OCCO)cc2ccccc21)c1ccccc1 → -22%	24%	-17%	-0.4	11%	-32%	i	6%	-1%

The list continues.
Order of values: ATXN2 expr inh | Nrf2 ARE act | HepG2 tox | IL2 activator | EPAC2 ag | TGFb inhibitor | ATXN viability | Nrf2 block | A549 tox
NC(=O)C1CCN(C2CC(=O)NC2=O)CC1 (configuration not stated)
    1% | -0.1% | -2% | -1.1 | 3% | 2% | i | -4% | -2%
O=C(C[C@H]1C/C=C\CCC(=O)O[C@@H](c2ccccc2)CNC1=O)NCCO
    6% | -0.7% | -4% | -3.7 | 0% | 36%[activator] | i | 3% | 1%
CCOc1cccc(C(=O)Nc2nnc(-c3ccco3)s2)c1
    3% | 0.1% | 0% | 0.0 | 6% | 8% | i | nt | 6%
O=C(Nc1ccc(S(=O)(=O)Nc2cnc3ccccc3n2)cc1)c1cccc(OC(F)F)c1
    -15% | 0.1% | -46% | -2.2 | 9% | ? | i | ? | 0%
CCn1c(=O)c2c(nc3n2CCCN3CCc2ccc(OC)c(OC)c2)n(C)c1=O
    -13% | 2.9% | -12% | -5.0 | 7% | ? | i | 2% | -2%
Cc1cccc2cc(/C=N/NC(=O)CN3CCOCC3)c(Cl)nc12
    -4% | -0.7% | -4% | -2.0 | -6% | 6% | i | 6% | 2%
C=C1CC2C(CCC3(C)C2CCC3(O)C(C)=O)C2(C)CCC(=O)C=C12 (configuration not stated)
    -25% | ? | 8% | -0.5 | -1% | -25% | ? | ? | -4%
Cc1ccc(CSC2=Nc3ccccc3C3=NC(CCC(=O)NCc4cccs4)C(=O)N23)c(C)c1 (configuration not stated)
    nt | -0.1% | 0% | nt | nt | 37%[activator] | nt | nt | ?
COc1cc2c(cc1OC)C(COc1ccc3c(C)cc(=O)oc3c1)N(C(=O)c1ccccc1F)CC2 (configuration not stated)
    3% | -0.8% | 0% | nt | nt | 22% | i | 16%[9.27 µM] | 1%
COc1cccc(C(=O)OCC(=O)c2[nH]c(C)c(C(C)=O)c2C)c1
    nt | -0.2% | -3% | -0.7 | 3% | 16% | ? | ? | -2%
COc1cccc(/C=C2\Oc3cc(OCC(=O)N4CCCCC4)ccc3C2=O)c1OC
    -12% | -0.2% | -7% | -5.1 | 14% | -11% | i | -15% | 9%
Cc1nn(-c2ccccc2)c(NC(=O)c2cccs2)c(-c2ccccc2)c1=O
    -1% | -0.4% | -6% | -0.4 | 14% | 23% | i | 13% | -4%
COC(=O)Nc1nc(-c2ccccc2)c(C(=O)c2ccccc2)s1
    -4% | -0.2% | -3% | 0.3 | -1% | ? | ? | -7% | ?
O=C1OCC2=C1C(c1ccccc1)CC(=O)N2c1ccccc1 (configuration not stated)
    -4%[11.3 µM] | -0.5% | 0% | -1.9 | 0% | -6% | i | 2% | -1%
CCOC(=O)C(=O)N/N=C/c1ccc(F)cc1
    5% | -0.8% | -16% | -2.9 | 4% | 8% | i | 3% | -3%
CCOc1ncccc1C(=O)OCC(=O)c1cc(C)n(Cc2ccco2)c1C
    34%[activator] | 0.1% | 9% | 0.5 | 2% | -16% | i | ? | -1%
Cn1cnc(Sc2ncnc3nc[nH]c23)c1[N+](=O)[O-]
    nt | -0.3% | -11% | -0.6 | 10% | -20% | ? | 0% | -9%
Cc1ccc(S(=O)(=O)NCCCNC(=O)N2CCOCC2)cc1
    nt | -0.2% | -1% | -1.2 | -2% | -14% | nt | 1% | -2%
CCn1c(SCc2cccc(C)c2)nnc1-c1ccccc1
    -8% | 0.7% | -21% | -0.8 | -1% | ? | i | -29% | -20%
